All columns: NCI-60 one-dose screen, growth in % after 48 h at 10 µM unless noted; 100 = growth as untreated, 0 = no growth, -100 = all killed.
SNB-19 – SNB-19 CNS cancer cells; 2.5% of 81,000 active; AID 1794751
SF-295 – SF-295 CNS cancer cells | 5.6% of 79,000 active | AID 1794758
SNB-75 – SNB-75 CNS cancer; 5% of 79,000 active
HCC-2998 – HCC-2998 colon cancer. 4.7% of 79,000 active
SW-620 – SW-620 colon cancer; 5.2% of 82,000 active; AID 1794795
SF-539 – SF-539 CNS cancer; 6.8% of 81,000 active
SF-268 – SF-268 CNS cancer cells. 3.1% of 82,000 active. AID 1794759
HT29 – HT29 colon cancer; 7.4% of 81,000 active; AID 1794748
KM12 – KM12 colon cancer cells | 5% of 82,000 active
Active calls of the source: *; . = not tested or not shown. The calls were made as follows: active = growth percent below 10; inactive = the rest.

item	SMILES	SNB-19	SF-295	SNB-75	HCC-2998	SW-620
1	CC(C)[C@]12O[C@H]1[C@@H]1O[C@]13[C@]1(O[C@H]1C[C@H]1C4=C(CC[C@@]13C)C(=O)OC4)[C@@H]2OC(=O)CN(C)C	23	-28*	-65*	-37*	0.5*
2	C[N+]1(C)CCOC(=O)C1	98	93	81	107	104
3	O=Nc1ccccc1N=O	89	86	47	94	77
4	CC1(C)CC[C@]2(C(=O)N3CCOCC3)CC[C@]3(C)C(=CC[C@@H]4[C@@]5(C)C/C(=C/c6ccccc6)[C@H](O)C(C)(C)[C@@H]5CC[C@]43C)C2C1 (some centres not stated)	85	93	81	109	87
5	COc1ccc(C(=O)COc2ccc(/C=C3\COc4ccc5ccccc5c4C3=O)cc2)cc1	98	104	91	126	102
6	O=C1/C(=C/c2ccc([N+](=O)[O-])s2)Oc2cc(Cl)ccc21	2.3*	52	59	2.9*	-41*
7	COc1ccc(C(=O)CC2(C#N)C(N)=C(C(N)=O)CC2(C#N)C#N)cc1OC (configuration not stated)	95	.	85	101	107
8	O=C(CSC(=S)n1cnc2ccccc21)NC(=O)c1ccccc1	108	108	101	102	108
9	CN(C)c1ccc(N2Cc3ccccc3OC3=C2C(=O)c2c(O)ccc(O)c2C3=O)cn1	6.2*	.	0.4*	-75*	-58*
10	CCC(C)(O)c1ccc(C)cc1 (configuration not stated)	98	109	92	105	98
11	COc1ccc(/C=C(\C#N)n2nnc3cc(NC(=O)c4ccccc4SC)ccc32)cc1	72	88	86	94	.
12	Cc1ccc2c3c(c(=O)[nH]c2c1)C1(C(C#N)=C(N)O3)c2cc(Br)ccc2-c2ccc(Br)cc21	-30*	-69*	-27*	-4.7*	-37*

item	SF-539	SF-268	HT29	KM12
1	-23*	-10*	0.9*	2.8*
2	103	112	120	111
3	76	89	82	91
4	95	92	67	95
5	105	91	100	.
6	-11*	-59*	-4.4*	-28*
7	.	100	110	108
8	95	100	104	98
9	-63*	-32*	-51*	-42*
10	103	93	107	100
11	71	86	97	95
12	-51*	-27*	-15*	6.5*

item	SMILES	SNB-19	SF-295	SNB-75	HCC-2998	SW-620
13	COc1cc(-c2nc(SC(C)C)nc(Nc3ccc(Cl)cc3)c2C#N)cc(OC)c1OC	77	87	56	99	95
14	O=c1cc(NNC(=S)Nc2ccccc2)c2cc(Br)ccc2[nH]1	91	101	91	114	104
15	CC(C)Oc1ccc(/C(O)=C2\C(=O)C(=O)N(c3nccs3)C2c2ccc(F)cc2)cc1 (configuration not stated)	102	92	92	119	109
16	COc1ccc(-c2nn(-c3cccc(Cl)c3)cc2/C=C/C(=O)c2cccs2)cc1	93	.	96	105	99
17	C/C(=N/O)c1ccc(NC(=O)CSc2nnc(-c3cc(-c4ccc(Cl)cc4)nc4ccccc34)n2-c2ccccc2)cc1	98	.	67	98	105
18	Cc1nn(-c2ccccc2)c(N2CCN(C)CC2)c1/C=N/N=c1\sc2ccccc2n1C	55	65	78	64	50
19	CCCCCCCCCCCCCCCCN=Cc1ccc(Cl)c(Cl)c1	95	140	93	87	95
20	COc1cc(NC(=O)c2nc(-c3ccccc3)n(-c3cccc4ccccc34)n2)cc(OC)c1OC	89	90	70	93	93
21	COc1ccc(-c2cc(/C=C3\C(=O)Nc4cc(Cl)ccc43)[nH]n2)cc1OC	87	48	47	99	47
22	O=C(NNc1nc2cc(F)cc(F)c2n2cccc12)c1cnccn1	25	11	49	50	22
23	COc1cc(C)cc(C(O)Cc2cccc(-c3ccc(N(C)C)nc3)n2)c1 (configuration not stated)	.	111	73	100	105
24	CCOC(=O)c1ccc(NC(=S)NC(=O)c2ccc(Cl)c(Cl)c2)cc1	98	86	86	104	104

item	SF-539	SF-268	HT29	KM12
13	92	85	88	100
14	93	94	111	94
15	84	111	115	115
16	107	96	88	90
17	98	85	95	87
18	77	77	54	43
19	90	87	102	101
20	87	87	79	82
21	69	74	32	64
22	7.6*	22	26	29
23	95	99	95	104
24	91	96	105	95

item	SMILES	SNB-19	SF-295	SNB-75	HCC-2998	SW-620
25	COC(=O)c1cccc2c(Cl)cc3ccccc3c12	95	86	95	99	94
26	OC(COc1ccc(Cl)cc1Cl)COc1ccc(Cl)cc1Cl	.	98	63	107	104
27	COC(=O)C1(CC(=O)Cc2ccccc2)NC(=S)NC(=O)C1C#N (configuration not stated)	103	103	105	126	124
28	CN1C(=O)N(C)C2NC(=NCCO)NC21 (configuration not stated)	85	102	86	102	98
29	COc1ccc(-c2cc(-c3cccnc3)nc3sc4c(c23)N=NN2CCN=C42)cc1OC	103	99	96	102	106
30	CCCCCCCCCCCCCCCC(=O)OCC(O)C1OC(=O)C(O)=C1O (configuration not stated)	96	111	129	99	80
31	CSc1nc(=O)n(Cc2ccc(F)cc2)c(=O)n1Cc1ccc(C)cc1	100	80	75	95	115
32	O=C(NS(=O)(=O)c1ccc(Cl)cc1)n1ccc2cccnc21	113	102	114	99	105
33	CCCCOc1nc2ccc(Cl)cc2cc1/C=C/C(=O)/C=C/c1ccc(Cl)cc1	94	80	86	60	42
34	CCC(O)(c1ccccc1)C(O)c1ccccc1 (configuration not stated)	107	102	87	105	99
35	Clc1ccc2nnc3c4cccnc4[nH]c3c2c1	93	101	85	106	103
36	Oc1ccc2c(c1)OCO2	101	.	102	102	104

item	SF-539	SF-268	HT29	KM12
25	99	93	87	83
26	103	111	88	107
27	108	117	117	111
28	102	107	94	110
29	103	97	91	99
30	118	127	93	105
31	108	97	101	96
32	97	105	104	108
33	100	81	25	52
34	100	98	99	117
35	101	106	93	100
36	97	100	100	101

item	SMILES	SNB-19	SF-295	SNB-75	HCC-2998	SW-620
37	COc1cc(CC(=O)n2ncc3ccc(N)cc32)cc(OC)c1OC	101	91	87	105	104
38	N#CC1=C(N)Oc2cc(O)ccc2C1c1cc2c(c([N+](=O)[O-])c1)OCCO2 (configuration not stated)	128	96	59	100	108
39	C[N+](C)(C)C/C=N\N=C\C[N+](C)(C)C	107	101	79	97	115
40	COc1ccc(C(=O)/C=C/Nc2cccc(S(N)(=O)=O)c2)cc1	93	93	81	100	107
41	COc1ccc(-c2nc3sccn3c2/C=C2\C(=O)Nc3ccccc32)cc1O	95	91	106	111	93
42	CCN(CC)C(=O)/C(C)=C(\C)c1ccccc1	105	102	93	119	100
43	O=S(=O)(c1ccc(NC(=S)NCc2cccnc2)cc1)N1CCCCC1	61	.	78	72	33
44	Cn1cc(CNc2nc3ccc(OC/C(=C/F)CN)cc3o2)ccc1=O	98	96	110	99	107
45	Clc1cc(Cl)c2nc(-c3ccc(-c4ccc(/C=N/NC5=NCCN5)cc4)s3)cn2c1	100	98	.	105	79
46	O=[N+]([O-])c1ccc2nc3c4ccccc4c4ccccc4c3nc2c1	89	107	74	90	63
47	CCCCN(CCCC)CC(O)c1cc(Cl)cc2c1-c1ccc(Cl)cc1C2 (configuration not stated)	91	.	100	85	51
48	O=c1c2ccccc2ccn1O	108	111	92	109	105

item	SF-539	SF-268	HT29	KM12
37	88	93	109	83
38	95	107	119	78
39	101	92	88	100
40	98	105	109	108
41	102	130	127	86
42	105	106	113	114
43	32	73	55	52
44	97	102	111	105
45	64	86	35	93
46	91	78	75	89
47	98	97	35	66
48	113	130	110	.

item	SMILES	SNB-19	SF-295	SNB-75	HCC-2998	SW-620
49	C=CCn1c2ccccc2c2c3c(c4c5ccccc5n(CC=C)c4c21)C(=O)N(O)C3=O	36	16	.	36	55
50	COc1cc(/C=N/NC(=O)c2ccc(NS(C)(=O)=O)cc2)ccc1O	99	94	115	105	120
51	O=P(CSCCO)(c1ccccc1)c1ccccc1	120	113	114	102	101
52	Cc1cc(=O)oc2cc(OCCCCOc3ccc(/C=C/C(=O)Nc4ccc(Br)cc4)cc3)ccc12	46	84	86	110	101
53	OC(CCN1CCCCC1)(c1ccccc1)C1CC2C=CC1C2 (configuration not stated)	102	102	71	105	103
54	CC1=C2[C@@H](CC1)[C@]1(C)O[C@@](C(C)C)(C[C@H]1OC(=O)[C@H](C)N)[C@H]2OC(=O)/C=C/c1ccccc1	101	100	91	101	99
55	CN(C)c1ccc(NC(=O)c2cc3ccccc3cc2O)cc1	96	102	97	102	99
56	CC(=O)OCC1OC(OC2=C(CC=C(Cl)Cl)C(=O)c3ccccc3C2=O)C(OC(C)=O)C(OC(C)=O)C1OC(C)=O (configuration not stated)	99	.	71	102	23
57	COc1ccc(CN2C(=O)OC(C)(COC(C)=O)C2=O)cc1 (configuration not stated)	102	100	100	100	107
58	COC(=O)C(Cc1ccccc1OC)c1ccccc1 (configuration not stated)	101	102	109	105	95
59	Cc1nc2ncccc2nc1Nc1ccc(S(=O)(=O)Nc2ccccn2)cc1	89	104	.	100	102
60	Cn1cc(-c2nnc(N)nc2-c2c[nH]c3ccc(Br)cc23)c2cc(Br)cnc21	65	63	32	73	75

item	SF-539	SF-268	HT29	KM12
49	2.9*	34	19	26
50	101	106	106	106
51	108	101	102	98
52	60	65	111	96
53	98	92	83	101
54	106	104	95	100
55	108	88	101	90
56	91	89	91	82
57	96	102	107	112
58	105	99	93	106
59	97	98	121	98
60	64	71	17	49

item	SMILES	SNB-19	SF-295	SNB-75	HCC-2998	SW-620
61	O=C(NCc1ccccc1)Nc1ccccc1CNc1nc(Nc2ccc(OCCN3CCCC3)cc2)ncc1Cl	94	95	82	97	77
62	Nc1nc2c(ncn2C2OC(COP(=O)(O)O)C(O)C2O)c(=O)[nH]1 (configuration not stated)	102	112	116	103	.
63	CCOc1ccc(-n2nc(C(=O)NCc3ccccc3OC)nc2-c2cc(OC)c(OC)c(OC)c2)cc1	45	35	30	58	58
64	Cc1nc(-c2ccc(N)cc2)ccc1C(=O)N=Nc1c(O)[nH]c2ccc(F)cc12	89	107	97	118	81
65	CC(C)Cn1cnc2c(SCCc3ccccc3)nc(N)nc21	101	108	105	116	108
66	COc1cc(-c2nc(N=Nc3c(O)[nH]c4ccc(Br)cc34)[nH]c(=O)c2C#N)cc(OC)c1OC	100	91	.	117	93
67	CN(C)Cc1cc(C(C)(C)c2ccccc2)ccc1O	92	108	77	.	98
68	Clc1nc2ccc(Br)cc2cc1Cn1nnc(Cc2ccccc2)n1	96	107	82	106	96
69	Cc1ccc2c(c1)C(N1CCCC1=O)CCN2Cc1ccccc1Cl (configuration not stated)	90	94	95	101	89
70	CNC(=O)NCC1OC(n2cnc3c(NC(=O)Nc4ccccc4)ncnc32)C2OC(C)(C)OC12 (configuration not stated)	85	119	60	96	91
71	COc1ccc(S(=O)(=O)Nc2ccc(OCc3nnc(-c4ccc(Cl)cc4)o3)c(F)c2)cc1	66	44	67	74	85
72	COc1ccc([C@H]2C(=O)N(c3cc(OC)c(OC)c(OC)c3)[C@@H]2c2ccc(OC)c(O)c2)cc1	28	19	40	13	23

item	SF-539	SF-268	HT29	KM12
61	92	83	68	94
62	106	102	101	106
63	49	54	41	34
64	30	74	74	97
65	130	112	101	105
66	96	101	106	100
67	102	100	98	109
68	100	96	103	90
69	94	94	72	95
70	84	91	98	90
71	70	60	84	56
72	-1.9*	29	-3.1*	12

item	SMILES	SNB-19	SF-295	SNB-75	HCC-2998	SW-620
73	COc1ccc(C(=O)c2cc(OC)c(OC)c(OC)c2)cc1O	28	-8.8*	-0.8*	12	22
74	COc1cc2cc(/C=C/C(=O)c3ccc(Nc4nccc(-c5ccc(Cl)cc5)n4)cc3)c(=O)[nH]c2cc1OC	89	106	92	107	64
75	CCN1C(=O)N(CC)C2C1NN=c1s/c(=C\c3ccccn3)c(=O)n12 (configuration not stated)	34	3.2*	-24*	66	24
76	O=C(NCc1ccccc1)C(c1ccc(Br)cc1)N(C(=O)CCc1ccc(O)cc1)C1CC1 (configuration not stated)	94	96	91	.	104
77	c1cc2c3c(cccc3c1)NN=N2	98	125	97	112	98
78	N#CC1=C(c2ccccc2)Nc2c(c(-c3ccccc3)nn2-c2ccccc2)C12C(=O)Nc1ccccc12 (configuration not stated)	74	67	44	97	80
79	O=C(CN1N=C(c2ccccc2)CCC1=O)Nc1nc2ccccc2s1	96	102	79	101	101
80	Clc1cc(Cl)c(C[N+]23CN4CN(CN(C4)C2)C3)cc1Cl	98	99	94	112	81
81	O=C(Nc1ccc(O)cc1)Nc1ccc(O)cc1	111	114	95	.	95
82	CCCCCCCCC/C(=N\N=C(N)N)c1ccccc1	96	106	94	103	.
83	CC[N+]1(CC(=O)c2ccccc2)CCCCC1	108	100	86	105	101
84	Clc1ccccc1Nc1ccc2nnc(-c3ccncc3)n2n1	107	94	96	118	114
85	CCn1c(O)c(N=Nc2ccc(S(N)(=O)=O)cc2)c2ccccc21	94	95	74	113	99

item	SF-539	SF-268	HT29	KM12
73	-22*	29	15	9.4*
74	102	85	87	89
75	-20*	74	6.7*	26
76	99	99	95	96
77	109	116	97	116
78	71	70	62	84
79	94	102	99	88
80	101	92	105	112
81	91	101	112	115
82	95	.	122	95
83	96	104	104	102
84	93	101	99	101
85	94	100	102	96

Laid out differently: 4 of the compounds above
12: Cc1ccc2c3c(c(=O)[nH]c2c1)C1(C(C#N)=C(N)O3)c2cc(Br)ccc2-c2ccc(Br)cc21
  SNB-19 = -30*; SF-295 = -69*; SNB-75 = -27*; HCC-2998 = -4.7*; SW-620 = -37*; SF-539 = -51*; SF-268 = -27*; HT29 = -15*; KM12 = 6.5*

13: COc1cc(-c2nc(SC(C)C)nc(Nc3ccc(Cl)cc3)c2C#N)cc(OC)c1OC
  SNB-19 = 77; SF-295 = 87; SNB-75 = 56; HCC-2998 = 99; SW-620 = 95; SF-539 = 92; SF-268 = 85; HT29 = 88; KM12 = 100

14: O=c1cc(NNC(=S)Nc2ccccc2)c2cc(Br)ccc2[nH]1
  SNB-19 = 91; SF-295 = 101; SNB-75 = 91; HCC-2998 = 114; SW-620 = 104; SF-539 = 93; SF-268 = 94; HT29 = 111; KM12 = 94

15: CC(C)Oc1ccc(/C(O)=C2\C(=O)C(=O)N(c3nccs3)C2c2ccc(F)cc2)cc1 (configuration not stated)
  SNB-19 = 102; SF-295 = 92; SNB-75 = 92; HCC-2998 = 119; SW-620 = 109; SF-539 = 84; SF-268 = 111; HT29 = 115; KM12 = 115

Bioassay records: PubChem BioAssay, NCI
